# TAG inh = reduces triacylglycerol accumulation in H9c2 cells; inhibition, % at 12.5 µM; 230,000 compounds, 0.66% hits; Nile Red lipid (TAG) fluorescence; cells loaded with 200 µM oleic acid;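 active means pattern-corrected inhibition of lipid staining of at least 50% with the nuclear-stain viability signal not falling by more than 50%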;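 further: 0% = DMSO wells and 100% = triacsin C control wells; some results filed as inactive read as strong as hits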
# TAG inh DAPI viability = also measured in TAG inh; calls as there; DAPI nuclei signal change (viability), lower = more cytotoxic, %;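 whole-well DAPI fluorescence read on a plate reader as a viability signal; minus 50 percent equals half of cells still viable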
# The depositor's hits bear a star.
# Values run as follows: TAG inh	TAG inh DAPI viability
- Cc1nc([N+](=O)[O-])c(C(=O)OCc2ccc(C#N)cc2)n1C
  -6	2
- CC(C(=O)Nc1cccnc1)N1C(=O)C2C3C=CC(C3)C2C1=O (stereo unspecified)
  -8	-2
- Cc1ccc(NC2CCCN(C(=O)C3CCCCC3)C2)cc1C (stereo unspecified)
  -23	8
- CC1(C)CC(=O)C=C(c2n[nH]nc2-c2ccccc2)C1
  5	-4
- O=C(Cc1ccc(F)cc1)N1CCC(CC2CC(c3ccc(Cl)cc3)=NO2)(C(=O)NCC2CCCCC2)CC1 (stereo unspecified)
  13	-10
- CC(C)c1ccc(C2C3=C(COC3=O)Nc3cc4c(cc32)OCO4)cc1 (stereo unspecified)
  54*	-31*
- COc1ccc(NC(=O)CSCC(=O)N=c2sccn2C)cc1
  6	24
- CCN(CC)CCCN(C(=O)c1cccs1)c1nc(-c2ccc(OC)cc2)cs1
  55*	19*
- Cc1ccc(NC(=S)NCc2cccs2)cc1
  -4	5
- CCCC(=O)Nc1cc(=O)[nH]c2ncnn12
  -8	-4
- CCOc1ccc(NC(=O)CN2CCN(CC(=O)c3ccc(OC)c(OC)c3)CC2)cc1
  10	7
- CCOc1ccc(C(CC(=O)O)NC(=O)COc2ccccc2)cc1OC (stereo unspecified)
  -7	6
- COc1cc(/C=N/n2cnnc2)ccc1OCCSc1ccc(C)cc1
  -3	1
- COc1ccc(-c2sc(NC(=O)c3ccc(C)cc3)nc2-c2ccc([N+](=O)[O-])cc2)cc1
  39	2
- C[C@@H]1Cn2cnc(C(=O)N[C@@H](C)C(=O)OC(C)(C)C)c2C(=O)N1
  -1	-5
- Cc1ccccc1NC(=O)Cc1nnc(SCC(=O)N2CCOCC2)n1C
  -11	-6
- COc1ccc2c(c1)c(=O)c(C(=O)c1ccc(C)cc1)cn2CC(=O)Nc1ccc(F)cc1
  -1	1
- O=C(O)c1ccc(NC2=Nc3cccc4cccc2c34)cc1
  1	1
- Cc1c(NC(=O)Cn2[nH]c(=O)c3ccccc3c2=O)c(=O)n(-c2ccccc2)n1C
  9	6
- O=C1NC(Cc2ccccc2)c2nc3cc(F)c(F)cc3c(=O)n2-c2ncccc21 (stereo unspecified)
  16	-4

# Four entries drawn at random from the list so far, as already listed:
# Values run as follows: TAG inh	TAG inh DAPI viability
- CC(C)c1ccc(C2C3=C(COC3=O)Nc3cc4c(cc32)OCO4)cc1 (stereo unspecified)
  54*	-31*
- COc1cc(/C=N/n2cnnc2)ccc1OCCSc1ccc(C)cc1
  -3	1
- O=C(Cc1ccc(F)cc1)N1CCC(CC2CC(c3ccc(Cl)cc3)=NO2)(C(=O)NCC2CCCCC2)CC1 (stereo unspecified)
  13	-10
- O=C(O)c1ccc(NC2=Nc3cccc4cccc2c34)cc1
  1	1

# Further records follow.
# Values run as follows: TAG inh	TAG inh DAPI viability
- CCc1ccc(C2CC(=O)N(c3ccc(F)cc3)C3=C2C(=O)OC3)cc1 (stereo unspecified)
  2	4
- CCCC(=O)O[C@H]1C[C@@H](C)N(C(=O)c2ccccc2)c2ccc(C)cc21
  -10	4
- Cc1cc(C)cc(NC(=O)CSc2nc(N)c(NC(=O)c3ccc(Br)o3)c(=O)[nH]2)c1
  2	-3
- O=C(CCN=C1NS(=O)(=O)c2ccccc21)OCC(=O)c1ccccc1Cl
  4	12
- Cc1ccc(OCCCC(=O)Nc2ccccc2C(F)(F)F)cc1
  -15	11
- Cc1sc2nc(CN3CCOCC3)nc(NS(=O)(=O)c3ccc4c(c3)OCCO4)c2c1C
  1	0
- Cc1cnc(CNC(=O)c2csc(COCCO)n2)cn1
  8	-2
- CC(=O)Cn1c(CN2CCCC2)nc2ccccc2c1=O
  -2	-1
- COc1ccc(NC(=O)[C@@H]2CCCN2C(=O)c2cccs2)cc1S(=O)(=O)N1CCCCC1
  13	-2
- CCC(C)N(C(=O)CSc1nc2ccc(OC)cc2[nH]1)C1CCS(=O)(=O)C1 (stereo unspecified)
  6	-1
- Cc1cccc(NC(=O)CSc2nccn2C)c1
  2	-5
- O=C(CS(=O)(=O)c1ccccc1)Nc1cccnc1
  -8	15
- Cc1cc(NC(=O)c2cc(S(=O)(=O)N3CCCCC3)ccc2C)no1
  -2	1
- Cn1c(=O)n(Cc2ccc(F)cc2)c(=O)c2c1nc1n2CCN1Cc1ccco1
  4	-16
- CNc1snc(C)c1C(=O)OCC(=O)N(C)c1ccccc1
  -4	-6
- COc1ccc(Br)cc1C(=O)Nc1ccccc1N1CCN(C(=O)c2ccccc2)CC1
  18	1
- COc1ccc(NC(=O)/C(Cl)=C(/Cl)S(=O)Cc2ccc(Cl)cc2)cn1 (stereo unspecified)
  88*	-37*
- COc1ccccc1N1CCN(C2CCCN(C(=O)c3cc(C(C)C)on3)C2)CC1 (stereo unspecified)
  -8	6
- Cc1cc(SCC(=O)NN=C2CCN(C(C)C)CC2)c(C)cc1Br
  -2	-3
- COc1cc(SC)ccc1C(=O)Nc1ccccc1C#N
  -7	-5
- CCCn1cc(C(=O)OCC)c(=O)c2cc(F)c(F)cc21
  7	-6
- CC1(C(=O)NS(=O)(=O)c2cccs2)CCN1C(=O)CCc1ccc(Cl)cc1Cl (stereo unspecified)
  8	1
- COc1ccc(-c2nnc(NC(=O)C3CCCN3S(=O)(=O)c3cccs3)o2)cc1 (stereo unspecified)
  -30	-4
- O=C(CC(c1ccco1)S(=O)(=O)c1ccccc1)c1ccccc1 (stereo unspecified)
  1	-8
- CC(C)c1ccccc1NC(=O)Nc1nnc([C@H]2C[C@H](O)[C@@H](CO)O2)s1
  3	13
- CC(=NOC(=O)c1ccc(I)cc1)c1nccs1
  4	9
- COCC(=O)N1CCC(Oc2ccc(C(=O)N[C@H](C(=O)OC)C(C)C)cc2)CC1
  -1	-7
- C[C@@H]1CN([C@@H](C)CO)C(=O)c2cc(-c3ccccc3F)cnc2O[C@H]1CN(C)Cc1cccc(F)c1
  -7	2
- CC1CCCCC1NC(=O)COC(=O)c1cccn1C (stereo unspecified)
  8	6
- OC1c2cc(Br)ccc2N=C2CCCCCN21 (stereo unspecified)
  -4	1
- COc1ccc(C(=O)N/C(=C\c2ccc(SC)cc2)C(=O)NCCCn2ccnc2)cc1OC
  -4	6
- O=C(Nc1ccccc1)N1CCC(n2c(=O)[nH]c3ccccc32)CC1
  -11	9
- COc1ccc(C2C3=C(CC(C)(C)CC3=O)Nc3c2c(=O)n(C)c(=O)n3C)cc1OC (stereo unspecified)
  -1	-5
- CCCCN(C)C(=O)c1ccc(S(=O)(=O)N2CCOCC2)cc1
  2	5
- COc1ccc(NC(=O)c2ccc3c(c2)S(=O)(=O)N=C2CCCCCN23)cc1S(N)(=O)=O
  -8	1
- Fc1ccccc1Cc1noc(CN2CCN(c3ccc(Cl)cn3)CC2)n1
  3	1
- CC(C)(C)c1ccc(C(O)c2ncc(-c3ccccc3F)[nH]2)cc1 (stereo unspecified)
  -4	5
- CCN(CC)CCCNC(=O)C1c2ccccc2Oc2ccccc21
  3	-1
- CN(CC(=O)Nc1ccccc1Br)C(=O)CNC(=O)C1CCCCC1
  15	-4
- Cc1ccc(/C=N/NC(=O)c2sccc2OCc2ccc(F)cc2)cc1
  25	-20
- CC(=O)N/N=C(\C)c1ccc(Br)cc1Br
  16	-12
- Cc1cc(Br)ccc1N=C1NC(=O)CS1
  11	-5
- Cc1cc(=O)n(Cc2ccc(OC(C)C)cc2)c(=S)[nH]1
  -4	3
- Cc1cccc(NC(=O)CSCC(=O)N2CCCc3ccccc32)c1
  -2	-1
- Cc1cc(Cl)ccc1NC(=O)CCC(=O)N/N=C/c1cc([N+](=O)[O-])ccc1O
  -6	-9
- O=S(=O)(Nc1ccc(S(=O)(=O)N2CCCC2)cc1)c1ccccc1Br
  12	6
- O=C(Cn1cc(CNC(=O)C2CCCCC2)nn1)Nc1cc(C(F)(F)F)ccc1Cl
  16	-1
- NC(=O)C1CCN(C(=O)c2cccc3ccccc23)CC1
  -16	7
- CC(=O)Nc1cccc(-c2cc(NC(C)=O)c3ncc(-c4ccc(C(C)=O)cc4)n3c2)c1
  0	3
- CCOc1ccccc1C(=S)NC1CCCCC1
  -6	9
- COc1cccc(-c2cnc3c(NC(C)=O)cc(-c4ccc(OC)c(OC)c4)cn23)c1
  -6	12
- CN(C)C1=NCCN1CCC1CCCC1
  12	10
- COc1ccc(/C=C/C(=O)c2cc(F)ccc2OC(=O)c2ccccc2)cc1OC
  80*	-35*
- Cc1nc(-c2cccnc2)sc1C(=O)Nc1cccc(C(F)(F)F)c1
  12	7
- O=C(NC1CC2CCC1C2)C1CCN(S(=O)(=O)c2ccc(-c3nn[nH]n3)cc2)CC1 (stereo unspecified)
  -6	3
- COc1ccc(C(c2c(N)[nH]c(=S)[nH]c2=O)c2c(N)[nH]c(=S)[nH]c2=O)cc1
  -8	-4
- Cn1cc(CN2CCCCC2C(=O)Nc2ccc(-n3cccn3)cc2)cn1 (stereo unspecified)
  -4	-2
- CC1(C(=O)NS(=O)(=O)c2cccc(OC(F)F)c2)CCN1C(=O)Cc1ccccc1 (stereo unspecified)
  9	4
- COc1cc(NC(=S)N2c3ccccc3CC2C)cc(OC)c1 (stereo unspecified)
  -8	5
- CN(CCCNC(=O)Cn1cccc1C(=O)c1ccccc1)C1CCCCC1
  -8	-3

# Full records as entered above. Screens in order: TAG inh	TAG inh DAPI viability
# CN(C)C1=NCCN1CCC1CCCC1 as listed: 12	10
# CCOc1ccccc1C(=S)NC1CCCCC1 as listed: -6	9
# Cc1cc(=O)n(Cc2ccc(OC(C)C)cc2)c(=S)[nH]1 as listed: -4	3
# CC(=O)N/N=C(\C)c1ccc(Br)cc1Br as listed: 16	-12
# CC1(C(=O)NS(=O)(=O)c2cccc(OC(F)F)c2)CCN1C(=O)Cc1ccccc1 (stereo unspecified) as listed: 9	4

# Additional records
# Values run as follows: TAG inh	TAG inh DAPI viability
- CCC(=O)Nc1sc2c(c1C(N)=O)CCN(Cc1ccccc1)C2
  -23	15
- CCOc1ccc2cc(S(=O)(=O)N3CCN(C)CC3)ccc2c1
  -37	3
- CN(Cc1nc(-c2cccnc2)no1)S(=O)(=O)c1ccc(Br)cc1
  -17	-5
- COc1ccc(CCNC(=O)CN(C)S(=O)(=O)c2ccc3c(c2)CCC(=O)N3)cc1OC
  -2	3
- C[C@H](CO)N1C[C@H](C)[C@@H](CN(C)S(=O)(=O)c2ccc(F)cc2)Oc2ccc(NC(=O)Cc3ccccc3)cc2C1=O
  -6	-1
- COc1ccccc1CC(=O)NCc1ccc2c(c1)OCO2
  5	-10
- C=CCSc1nnc(NC(=O)C2CC(=O)N(Cc3ccc(C)cc3)C2)s1 (stereo unspecified)
  -1	-7
- CCOC(=O)N1CCN(C(=O)c2cc(COc3ccc4ncccc4c3)on2)CC1
  -27	-7
- Cc1[nH]c(=S)c(C#N)c(-c2ccccc2)c1C(=O)Nc1ccccc1
  -11	5
- O=C(CN1C(=O)C2CCc3[nH]c4ccccc4c3C2C1=O)N1CCCC1 (stereo unspecified)
  -23	17
- OC[C@@H]1CN(Cc2ccco2)C[C@H](n2cnc3c(NC4CCCC4)ncnc32)O1
  0	3
- COc1cc(C(=O)Nc2cccc(C)c2C)ccc1OCC(=O)N1CCOCC1
  -6	-3
- CCOc1ccccc1C(=O)Nc1ccc(S(=O)(=O)Nc2cc(OC)nc(OC)n2)cc1
  -6	-5
- CC1(c2nnc(Cc3ccccc3)o2)CC(c2cccc([N+](=O)[O-])c2)=NO1 (stereo unspecified)
  -14	8
- O=C(CN(C(=O)CCC(=O)Nc1nccs1)c1cccc(F)c1)NCC1CCCO1 (stereo unspecified)
  12	1
- O=C(OCC(=O)N1CCCC1=O)C1CCN(S(=O)(=O)c2c(Cl)cccc2Cl)CC1
  -13	1
- Nc1sc2c([n+]1CCCS(=O)(=O)[O-])CCCC2
  -2	-12
- CC(=O)Nc1cccc(Oc2ccc([N+](=O)[O-])cc2Cl)c1
  -16	-9
- Cc1c(Cc2ccccc2)c(NCCCO)n2c(nc3ccccc32)c1C#N
  1	-2
- CCCc1c(C(=O)O)cnn1-c1ccc(Cl)cc1
  2	1
- CSc1ccccc1C(=O)Nc1nc2ccccc2c(=O)[nH]1
  9	-12
- CCCn1c(SCC(=O)Nc2nccs2)nnc1-c1cccnc1
  -10	-3
- Cc1cc(C)nc(SC/C=C/c2ccccc2)n1
  -11	9
- CC(CN1CCCCC1)C(=O)NNC(=O)C12CC3CC(CC(C3)C1)C2 (stereo unspecified)
  -5	3
- S=C(Nc1ccc2nsnc2c1)N1CCCCCC1
  6	8
- CNC(=S)N(Cc1cc2cc(C)ccc2n2nnnc12)CC(C)(C)CN(C)C
  30	-8
- O=C(/C=C/c1ccco1)Nc1ccccc1N1CCOCC1
  -9	11
- CCOC(=O)N1CCN(c2c(N3CCc4ccccc4C3)c(=O)c2=O)CC1
  14	-13
- Nc1ccc2oc(-c3cccs3)nc2c1
  -8	17
- CCOC(=O)C(CCCCCCP(=O)(c1ccccc1)c1ccccc1)NC(C)=O (stereo unspecified)
  0	-8
- CC1CCN(C(=O)CN2C(=O)NC3(CCC(C)CC3)C2=O)CC1 (stereo unspecified)
  3	-6

# Not a retest: an excerpt of the list.
# Values run as follows: TAG inh	TAG inh DAPI viability
- CCOC(=O)N1CCN(c2c(N3CCc4ccccc4C3)c(=O)c2=O)CC1
  14	-13
- Nc1ccc2oc(-c3cccs3)nc2c1
  -8	17
- CCOC(=O)C(CCCCCCP(=O)(c1ccccc1)c1ccccc1)NC(C)=O (stereo unspecified)
  0	-8
- CC1CCN(C(=O)CN2C(=O)NC3(CCC(C)CC3)C2=O)CC1 (stereo unspecified)
  3	-6

# Assay outcomes (PubChem BioAssay)

# These rows are one share of the data. The share of hits here may be higher or lower than overall.
